HDAC3 inh: blocks human histone deacetylase 3; 0.15% of 320,000 active; AID 2718; inhibition, % at 8.3 µM; recombinant HDAC3, fluorogenic peptide/trypsin coupled, fluorescence; in the data active means inhibition above about 26%, passing the limit was not always enough
Target sequence (O15379 whole entry, looked up): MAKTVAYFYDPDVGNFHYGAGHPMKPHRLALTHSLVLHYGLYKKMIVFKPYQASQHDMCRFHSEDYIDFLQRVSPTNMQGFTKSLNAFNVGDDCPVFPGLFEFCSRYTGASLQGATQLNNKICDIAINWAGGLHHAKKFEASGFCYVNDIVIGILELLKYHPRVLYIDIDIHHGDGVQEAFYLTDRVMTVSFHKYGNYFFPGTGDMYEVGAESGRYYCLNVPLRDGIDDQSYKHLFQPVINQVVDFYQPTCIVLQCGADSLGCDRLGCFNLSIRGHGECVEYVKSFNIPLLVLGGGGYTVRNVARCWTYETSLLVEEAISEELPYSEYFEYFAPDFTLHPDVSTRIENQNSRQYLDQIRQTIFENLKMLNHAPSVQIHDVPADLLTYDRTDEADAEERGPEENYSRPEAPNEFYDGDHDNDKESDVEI
hERG protect: compounds protecting human hERG from proarrhythmic drug block | Q12809 | CHO-hERG, FluxOR thallium flux, dofetilide IC70 present | activation (rescue from dofetilide block), less the hit threshold, % at 10 µM | 0.51% of 310,000 active | AID 1511;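 active means activation above the mean of controls blocked by dofetilide plus 5 SD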;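 further: thallium influx through hERG after potassium depolarization seen as dye fluorescence rise; in these data hits start at about 4.7%; inactives centre near -7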
RGS4 pot: RGS4 potentiation or activation; 0.92% of 310,000 active; B-score at 10 µM; AID 463111; HEK293 M3R/inducible RGS4, carbachol calcium flux Fluo4; stronger effect = lower value;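 active means B-score of the integrated calcium signal more than 4 SD below the library mean, with starting fluorescence not abnormally high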;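 further: negative B-score means reduced calcium response which marks RGS4 activation or potentiation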
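Assay system: Inducible-RGS4 HEK293 cells carrying M3 receptor | Schedule: Compound preincubation 20 min at room temperature before agonist | Signal: Kinetic calcium fluorescence imaging with Fluo4-AM dye, 2 µM | Read-out basis: B score from integrated fluorescence ratio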
ANO1 activ: activates or potentiates the mouse TMEM16A chloride channel; Q8BHY3; HEK293 TMEM16A/YFP-H148Q/I152L, iodide quench fluorescence; stronger effect = lower value; B-score at 10 µM; 0.3% of 340,000 active;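 active means fluorescence-ratio B-score plate-corrected deviation score at least 3 library SD below zero, with starting fluorescence score within 5 deviations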;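 further: channel opened by trigger with iodide after compound preincubation; score built on the fluorescence ratio of max minus min over baseline; more negative score means more quench and so TMEM16A activation or potentiation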
KCNQ1 block: human KCNQ1 channel inhibition. CHO-K1 KCNQ1, FluxOR thallium flux fluorescence; stronger effect = higher value. B-score at 10 µM. 1.3% of 310,000 active. AID 2642;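 active means compounds whose thallium flux B-score, printed positive for inhibition, exceeds three library SD while starting fluorescence stays within three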;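 further: channel opened by potassium depolarization with thallium stimulus after 20 min compound exposure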
RGS4 inh: inhibitors of human RGS4; P49798; HEK293 M3R/RGS4 inducible, Fluo-4 calcium flux; stronger effect = higher value; triggered by carbachol at its EC20; B-score at 10 µM; 0.45% of 310,000 active; AID 463165;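 active means B-score, a plate-corrected calcium signal, over three deviations above library mean, with baseline fluorescence within five deviations of library mean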;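 further: RGS4 expression induced by doxycycline in cells with stable M3 receptor; B-score is computed from the integrated fluorescence ratio over baseline after carbachol; higher B-score means a larger calcium signal and so more RGS4 inhibition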
Target sequence (P49798 whole entry, looked up): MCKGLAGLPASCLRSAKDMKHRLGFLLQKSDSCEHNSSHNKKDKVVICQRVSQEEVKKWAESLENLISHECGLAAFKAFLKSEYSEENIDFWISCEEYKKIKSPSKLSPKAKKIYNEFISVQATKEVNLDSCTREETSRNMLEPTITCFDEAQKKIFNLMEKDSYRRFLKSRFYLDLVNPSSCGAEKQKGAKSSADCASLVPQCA
KCNQ1 act: potentiators or activators of human KCNQ1 potassium channel; P51787; 0.35% of 310,000 active; B-score at 10 µM; CHO-K1 KCNQ1, thallium flux FluxOR fluorescence; stronger effect = higher value;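 active means fluorescence ratio B-score, a plate-corrected score, at least three library SD, with initial intensity B-score within 5 SD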
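System: Stable KCNQ1 CHO-K1 line | Incubation: 90 min dye loading and 20 min compound exposure, both at room temperature | Measure: Ratio B score | Medium: Assay buffer for compound exposure, DMSO matched across wells | Compound dosing: Single-concentration screen | Probe or stimulus: K+/Tl+ depolarizing stimulus | Measured by: Kinetic FluxOR fluorescence, 10 s baseline plus 110 s post-stimulus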
SKKanGAS inh: SKKanGAS growth inhibition; S. pyogenes SKKanGAS, kanamycin growth, BacTiter-Glo, 6 h; inhibition, % at 7.5 µM; 1.3% of 300,000 active; AID 1662;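 active means mean replicate score, as percent of positive control median, at least 50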;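 further: strain carries kanamycin resistance gene driven by streptokinase promoter and grows in 40 µg/ml kanamycin; loss of luminescence reflects streptokinase promoter inhibition or plain growth inhibition; 0% = median of DMSO wells and 100% = positive control at its reference dose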
KCNK9 inh: blocks the human KCNK9 two-pore domain potassium channel. Q9NPC2. HEK293 KCNK9, FluxOR thallium flux fluorescence; stronger effect = lower value. B-score at 10 µM. 1.2% of 310,000 active. AID 488922;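 active means ratio B-score over 3 SD below the library mean, with starting fluorescence within 5 SD of its mean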;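 further: negative B-score means less thallium flux so channel inhibition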
Target sequence (Q9NPC2 whole entry, looked up, the tested form may be a part): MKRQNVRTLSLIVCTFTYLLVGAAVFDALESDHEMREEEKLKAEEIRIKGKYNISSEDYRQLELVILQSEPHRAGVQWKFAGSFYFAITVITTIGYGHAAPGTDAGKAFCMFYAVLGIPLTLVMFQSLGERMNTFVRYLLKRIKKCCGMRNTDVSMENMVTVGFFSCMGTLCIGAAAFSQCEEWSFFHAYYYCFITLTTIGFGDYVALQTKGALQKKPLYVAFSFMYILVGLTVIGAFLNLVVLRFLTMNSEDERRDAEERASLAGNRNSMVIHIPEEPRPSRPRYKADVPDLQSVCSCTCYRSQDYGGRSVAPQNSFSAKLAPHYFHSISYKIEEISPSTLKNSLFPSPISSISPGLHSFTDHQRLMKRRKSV
ANO1 block: blocks the mouse calcium-activated chloride channel TMEM16A; Q8BHY3; HEK293 TMEM16A/YFP iodide influx fluorescence, ionomycin; normalized B-score (activity score, 25-100; higher = stronger inhibition) at 10 µM; 1.2% of 310,000 active;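 active means ratio plate-corrected score three or more library SD toward inhibition, starting fluorescence score within five deviations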;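 further: score derived from kinetic fluorescence span divided by baseline fluorescence per well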
KCNK3 block: human KCNK3 channel inhibition, primary screen. 0.84% of 340,000 active. O14649. CHO-KCNK3 thallium flux, FluxOR fluorescence; stronger effect = lower value. B-score at 10 µM;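 active means B-score under library mean minus 4 SD, starting fluorescence ratio at most library mean plus 5 SD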;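 further: more negative B-score means stronger inhibition of thallium flux through KCNK3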
Active calls of the source: *; i = inactive; nt = not tested or not shown; & = joins results of further samples.

# | molecule | HDAC3 inh | hERG protect | RGS4 pot | ANO1 activ | KCNQ1 block | RGS4 inh | KCNQ1 act | SKKanGAS inh | KCNK9 inh | ANO1 block | KCNK3 block
1 | Cc1c(C(=O)O)c(-c2ccccc2)nn1-c1ccccc1 | 0 | -5 | i | i | i | i | i | -3 | i | i | i
2 | CCCC(=O)N1CCN(c2ccc(NC(=O)C(C)(C)C)cc2Cl)CC1 | -6 | -3 | i | i | i | i | i | -14 | i | i | i
3 | CCCC(=O)Nc1ccccc1-c1nnn(CC(=O)Nc2ccc(OC)cc2)n1 | 3 | -4 | i | i | i | i | i | 0 | i | i | i
4 | CCOc1ccc2c(c1)C(c1cccs1)=NNC(c1cccnc1)=N2 | 6 | -13 | i | i | i | i | i | -7 | i | i | i
5 | O=C1C(=O)N(CCCO)C(c2ccccc2)/C1=C(\O)c1ccc(Br)cc1 (stereo not given) | 1 | -9 | i | i | i | i | i | -1 | i | i | i
6 | C(=N\NC1=NCCN1)/c1ccncc1 | 3 | -2 | i | i | i | i | i | 1 | i | i | i
7 | Cn1cc(C=O)c(-c2ccc3c(c2)OCCCO3)n1 | 0 | -10 | i | i | i | i | i | -21 | i | i | i
8 | Cc1cc(NC(=O)CSc2nnc(-c3ccncc3)n2N)ccc1Br | 3 | -1 | i | i | i | i | i | -7 | i | i | i
9 | Cc1ccc(-n2ncc3c2CC(C)(C)CC3NC(=O)Cc2c(C)noc2C)cc1 (stereo not given) | -5 | -12 | i | i | i | i | i | -4 | i | i | i
10 | O=C(Nc1ccc(N2CCN(C(=O)c3ccc(Cl)cc3)CC2)cc1)c1ccc(Br)o1 | 10 | -7 | i | i | i | i | i | -1 | i | i | i
11 | CCn1c(SC)nnc1-c1nn(-c2ccccc2)ccc1=O | -8 | 4 | i | i | i | i | i | -4 | i | i | i
12 | CC(C)OC(=O)CC1C(=O)NCCN1C(=S)NC(=O)c1ccccc1Cl (stereo not given) | 2 | -3 | i | i | i | i | i | -8 | i | i | i
13 | CC1CCN(C(=O)c2ccc(S(=O)(=O)Cc3cccc(F)c3)c([N+](=O)[O-])c2)CC1 | 0 | -4 | i | i | i | i | i | -3 | i | i | i
14 | CC1(C(=O)NCc2ccc(F)cc2)Oc2ccccc2NC1=O (stereo not given) | nt | -1 | i | i | i | i | i | 2 | i | i | i
15 | COc1ccc([N+](=O)[O-])cc1NC(=O)CCN1CCN(c2ccccc2OC)CC1 | -2 | -6 | i | i | i | i | i | 2 | i | i | i
16 | COc1cccc(NC(=O)CSc2nncn2N)c1 | 3 | -5 | i | i | i | i | i | -1 | i | i | i
17 | CC(NC(=O)c1ccc(S(=O)(=O)N(C)C)cc1)c1ccc(-n2ccnc2)cc1 (stereo not given) | 5 | -2 | i | i | i | i | i | 0 | i | i | i
18 | O=C(N/N=C\c1ccc([N+](=O)[O-])s1)C1COc2ccccc2O1 (stereo not given) | 7 | -3 | i | i | i | i | i | 17 | i | i | i
19 | O=[N+]([O-])c1cnc(Nc2ccccc2)nc1Nc1ccccc1 | 2 | -2 | i | i | i | i | i | -3 | i | i | i
20 | CN1CCN(C(=O)c2cc3nc(-c4ccc(Cl)cc4)cc(C(F)(F)F)n3n2)CC1 | -3 | -6 | i | i | i | i | i | 0 | i | i | i
21 | CC(C)Oc1ccc(/C=C(\NC(=O)/C=C/c2ccco2)C(=O)NCCc2nc3ccccc3[nH]2)cc1 | 7 | -23 | i | i | i | i | i | 7 | i | i | i
22 | O=C(COC(=O)c1ccco1)Nc1ccc2c(c1)OCCO2 | -5 | -4 | i | i | i | i | i | -1 | i | i | i
23 | N=c1c[n+](N2CCOCC2)[n-]o1 | 3&11 | -7&-6 | i | i | i | i | i | 5&-2 | i | i | i
24 | O=C(NC(NC(=S)Nc1cccc(C(=O)O)c1)C(Cl)(Cl)Cl)OCc1ccccc1 (stereo not given) | 1 | -6 | i | i | i | i | i | 7 | i | i | i
25 | COc1cc(NC(=S)NCCCN2CCOCC2)c(OC)cc1NC(=O)c1ccco1 | -4 | -11 | i | i | i | i | i | 9 | i | i | i
26 | Cc1cc(NC(=O)CSc2nnc(Cc3ccccc3)n2C)no1 | 0 | -12 | i | i | i | i | i | 1 | i | i | i
27 | CN1C=CC=C/C1=C(\C#N)c1nc2ccccc2[nH]1 | 3 | -7 | i | i | i | i | i | -4 | i | i | i
28 | COC(=O)c1ccc(N2CCN(C)CC2)c(NC(=O)c2cccnc2)c1 | -10 | -8 | i | i | i | i | i | -2 | i | i | i
29 | CCOc1ccccc1N1CC(C(=O)Nc2ccccc2CC)CC1=O (stereo not given) | 11 | -5 | i | i | i | i | i | 0 | i | i | i
30 | COCCN(C(=O)Cn1nnc2ccccc21)C(C(=O)NC1CCCC1)c1cccc(OC)c1OC (stereo not given) | -12 | -14 | i | i | i | i | i | 2 | i | i | i
31 | Cc1ccc(C(=O)OCC(=O)Nc2ccc3[nH]c(=O)[nH]c3c2)o1 | -1 | -6 | i | i | i | i | i | 2 | i | i | i
32 | COc1ccc(-n2nc(C(=O)Nc3ccc4c(c3)OCO4)c3c4ccccc4n(C)c3c2=O)cc1 | 7 | -4 | i | i | i | i | i | -4 | i | i | i
33 | CN(C(=O)Nc1ccc(Cl)cc1Cl)C1CCCC1 | -1 | -22 | i | i | i | i | i | 5 | i | i | -9.1*
34 | CC(OC(=O)CCN=C1NS(=O)(=O)c2ccccc21)C(=O)Nc1ccccc1F (stereo not given) | -3 | -7 | i | i | i | i | i | -6 | i | i | i
35 | CCOCCCNC(=O)C(c1ccccc1)N(Cc1ccc2c(c1)OCO2)C(=O)c1ccccc1O (stereo not given) | -10 | -13 | i | i | i | i | i | 0 | i | i | i
36 | Nc1nc(SCC(=O)Nc2ccc([N+](=O)[O-])cc2)[nH]c(=O)c1NC(=O)c1ccc(Br)cc1 | 1 | -8 | i | i | i | i | i | 7 | i | i | i
37 | CC12CCC(C(=O)Nc3ccc4c(c3)OCCO4)(OC1=O)C2(C)C (stereo not given) | -2 | -17 | i | i | i | i | i | -5 | i | i | i
38 | O=C(NCC1CCCO1)c1ccc2c(c1)N(Cc1ccccc1)C(=O)CS2 (stereo not given) | -3 | -10 | i | i | i | i | i | -3 | i | i | i
39 | C/C(=N\NC(=O)Cn1c(-c2ccccn2)nc2ccccc21)c1ccccc1 | 1 | -1 | i | i | i | i | i | 11 | i | i | i
40 | COc1ccccc1N1CCN(C(=O)c2oc3ccc(Br)cc3c2C)CC1 | 4 | 1 | i | i | i | i | i | 18 | i | i | i
41 | C/C(NC(=O)c1ccccc1)=C1/C(=O)CC2C1C2(C)C (stereo not given) | 1 | -6 | i | i | i | i | i | 1 | i | i | i
42 | COc1ccc(C2NC(=O)NC(c3ccccc3)=C2c2nc3ccccc3s2)cc1 (stereo not given) | 10 | -13 | i | i | i | i | i | 20 | i | i | i
43 | CCN(Cc1ccccc1)Cc1c(C)[nH]c2c(C)c(C)ccc2c1=O | 4 | -18 | i | i | i | i | i | -10 | i | i | i
44 | FC(F)(F)c1nc2ccccc2nc1N/N=C\c1ccccc1 | -4 | -5 | i | i | i | i | i | 10 | i | i | i
45 | COc1cc(C(=O)Nc2c(C(=O)O)[nH]c3ccccc23)cc(OC)c1OC | -6 | -10 | i | i | i | i | i | 1 | i | i | i
46 | O=C1c2ccccc2NC(c2ccc(F)cc2)N1Cc1ccco1 (stereo not given) | -14 | -6 | i | i | i | i | i | 9 | i | i | i
47 | Cc1c(NC(=O)c2cc3c(=O)n4ccccc4nc3s2)c(=O)n(-c2ccccc2)n1C | -7 | -8 | i | i | i | i | i | 3 | i | i | i
48 | O=C(N/N=C/c1cccc(Br)c1)c1ccc(Cn2cc(Br)cn2)o1 | -3 | -17 | i | i | i | i | i | 8 | -7.5* | i | i
49 | Cc1ccc(S(=O)(=O)Nc2ncccn2)cc1 | -4 | -3 | i | i | i | i | i | 0 | i | i | i
50 | CC1CC(C)(C)N(C(=O)CN2C(=O)CCC2=O)c2ccccc21 (stereo not given) | -5 | -2 | i | i | i | i | i | 2 | i | i | i
51 | Cc1cc(NS(=O)(=O)c2c(C(=O)N3CCOCC3)c(C)n(C)c2C)ccc1Br | 1 | -5 | i | i | i | i | i | 29 | i | i | i
52 | CC(C)NC(=O)c1ccc2c(c1)N(CC(=O)NC1CCCCC1)C(=O)C(C)(C)O2 | nt | -10 | i | i | i | i | i | 0 | i | nt | i
53 | CCOc1ccc(S(=O)(=O)NCCSc2ccccc2)cc1 | 6 | -8 | i | i | i | i | i | 2 | i | i | i
54 | COc1ccc(/C=C2\SC(=O)N(CCNC(=O)CN3C(=O)NC4(CCCC4)C3=O)C2=O)cc1 | 6 | -8 | i | i | i | i | i | -6 | i | i | i
55 | CCOc1cc2[nH]c(=O)n(CCC(=O)NCc3ccc(OC)cc3)c(=O)c2cc1OCC | -2 | -5 | i | i | i | i | i | 1 | i | i | i
56 | CCc1ccc(C2CC(c3ccc(Cl)cc3)=NNC2=O)cc1 (stereo not given) | 20 | -7 | i | i | i | i | i | 18 | i | i | i
57 | COc1cc(C(=O)NCCC(C)C)ccc1OCc1ccc(Cl)cc1Cl | 13 | -5 | i | i | i | i | i | 23 | i | i | i
58 | COc1ccc(C)c2sc(=NC(=O)c3ccccc3)n(C)c12 | -5 | -10 | i | i | i | i | i | 1 | i | i | i
59 | COC(=O)CS(=O)(=O)c1cc(Br)cc2c1N(C(C)=O)CC2 | -7 | -6 | i | i | i | i | i | 1 | i | i | i
60 | COc1ccc(-n2cnc3c(cnn3CCC#N)c2=N)cc1 | -7 | -5 | i | i | i | i | i | 0 | i | i | i

(next part)
# | molecule | HDAC3 inh | hERG protect | RGS4 pot | ANO1 activ | KCNQ1 block | RGS4 inh | KCNQ1 act | SKKanGAS inh | KCNK9 inh | ANO1 block | KCNK3 block
61 | CCN(CC)C(=O)C1CCCN(c2ccc([N+](=O)[O-])cc2)C1 (stereo not given) | 2 | -4 | i | i | i | i | i | -1 | i | i | i
62 | COc1ccccc1NC(=O)C(NC(=O)OC(C)(C)C)C(C)OCc1ccccc1 (stereo not given) | 9 | -18 | i | i | i | i | i | 1 | i | i | i
63 | CC(C)(C)c1ccc(C(=O)NC(CC(=O)O)c2ccc(OC3CCCC3)cc2)cc1 (stereo not given) | 9 | -6 | i | i | i | i | i | 23 | i | i | i
64 | COc1ccc(Cl)c(NCCC(=O)O)c1 | 5 | -8 | i | i | i | i | i | -3 | i | i | i
65 | CCc1ccc(/C=C2/Sc3ccccc3N(CC(=O)NCCCN3CCOCC3)C2=O)cc1 | -3 | -20 | i | i | i | i | i | -9 | i | i | i
